Compound activity as filed in PubChem BioAssay.
NS5 inhibitors: flavivirus cap methylation enzyme inhibition – biochemical, confirmation dose response, primary screen (AID 588689); Dengue-2 NS5 methyltransferase capping enzyme assay, biochemical; higher % means a stronger effect; one-dose inhibition, % at 25 µM; IC50 in µM for titrated hits; 0.3% of 340,000 active; in the data active = a potency from the dose series; inconclusive = inhibition above about 29% without an active follow-up result
SIAH1 antagonists: Siah-1 peptide-binding antagonists, primary screen, biochemical, fluorescence polarization, rhodamine-plectin, uHTS (AID 1817); 0.02% of 290,000 active; Siah-1 / rhodamine-plectin peptide fluorescence polarization; higher % means a stronger effect; one-dose displacement, % at 20 µM; IC50 in µM for titrated hits;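 active = displacement of at least 50% at 20 µM, with a fluorescence ratio check between 0.3 and a set limit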;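 note: plate controls were Siah plus tracer with DMSO for no effect and tracer alone without Siah for full effect; strong numbers were not always called active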
RSV CPE inhibition: RSV antiviral activity via CPE protection, HEp-2 cells, primary 10 µM value included (AID 2391). 0.13% of 310,000 active. HEp-2 cells, RSV-induced CPE inhibition; higher % means a stronger effect. one-dose CPE inhibition, % at 10 µM; IC50 in µM for titrated hits; in the data active = a potency from the dose series; inconclusive = CPE inhibition mostly from about 23% at the one dose, without a potency; inactive = the rest, 99 in 100 with CPE inhibition below about 21%; note: strong numbers were not always called active
AID2073: disruptors of CaV2.2 binding to Mint1 – biochemical, HTRF (AID 2073); HTRF protein-protein interaction, Mint1-CaV2.2; higher % means a stronger effect; inhibition, % at 20 µM, or IC50 in µM where a hit was titrated; 0.19% of 290,000 active; in the data active = inhibition mostly above about 51%, no sharp cut-off; inconclusive = no clear call, values can overlap the other calls; inactive = mostly below about 53%; note: some results filed as inactive read as strong as hits
NTR1 agonist: agonists of NTR1, primary screen, imaging, U2OS cells, beta-arrestin-GFP, high content (AID 493036) | NTR1-U2OS beta-arrestin-GFP spot imaging, agonist mode | activation, % at 20 µM | 0.17% of 330,000 active;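 active = activation at or above 40% of the spot to cytoplasm intensity ratio, with at least 20 cells analyzed; inconclusive = wells under 20 cells, flagged as cytotoxic or low count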;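 note: 0% = DMSO without peptide and 100% = 100 nM NTR1 peptide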
Target sequence (P30989 whole entry, looked up): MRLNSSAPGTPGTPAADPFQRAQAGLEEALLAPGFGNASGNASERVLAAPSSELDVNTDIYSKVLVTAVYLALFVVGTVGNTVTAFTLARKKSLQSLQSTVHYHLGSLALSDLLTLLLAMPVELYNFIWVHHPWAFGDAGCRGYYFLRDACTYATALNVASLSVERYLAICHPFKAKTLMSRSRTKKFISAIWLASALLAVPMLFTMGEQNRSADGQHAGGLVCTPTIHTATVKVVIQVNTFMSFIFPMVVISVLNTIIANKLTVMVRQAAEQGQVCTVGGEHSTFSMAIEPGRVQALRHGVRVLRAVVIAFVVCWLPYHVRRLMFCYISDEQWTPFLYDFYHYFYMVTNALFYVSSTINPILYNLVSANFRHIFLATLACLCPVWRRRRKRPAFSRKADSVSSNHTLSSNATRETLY
Rac1 GTP hydrolysis: MgcRacGAP GTPase-activating activity inhibitors, confirmation, biochemical, ADP Hunter fluorescence; MgcRacGAP-stimulated Rac1 GTP hydrolysis, ADP Hunter fluorescence; higher % means a stronger effect; GST-tagged Rac1 F28L mutant substrate; inhibition, % at 30 µM; hits with a dose series show IC50 in µM; 0.6% of 340,000 active; AID 624330;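 active = first-screen hits whose inhibition reached a set limit at any dose in the follow-up dose series; inconclusive = inhibition above the set first-screen limit but never retested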;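 note: fluorescence reports GDP produced by GAP-driven GTP hydrolysis; strong numbers were not always called active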
SV40 large T antigen: SV40 large T antigen inhibitors, biochemical (AID 1903); SV40 large T antigen ATPase/helicase inhibition assay; higher % means a stronger effect; inhibition, % at 20 µM, or IC50 in µM where a hit was titrated; 0.39% of 310,000 active; in the data active = a potency from the dose series; inconclusive = inhibition mostly from about 32% at the one dose, without a potency; inactive = the rest, 99 in 100 with inhibition below about 32%; note: strong numbers were not always called active
K1F lysis inhibition: protection from phage-mediated lysis, alamar blue read-out – E. coli UTI89, K1F phage, bacterial capsule biogenesis inhibitors (AID 488966); 0.02% of 340,000 active; E. coli UTI89 K1F phage lysis, alamar blue, 2 h; higher % means a stronger effect; inhibition, % at 100 µM, or IC50 in µM where a hit was titrated;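 active = phage lysis inhibition, versus mean bacterial control, above a set limit; inconclusive = no clear call, values can overlap the other calls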;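 note: capsule biogenesis inhibitors block K1F phage lysis so surviving cells raise fluorescence; higher fluorescence means more inhibition of phage lysis; actives were called in the ten point dose series up to 300 µM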
West Nile virus CPE: West Nile virus antiviral activity, cell-based, CPE readout (AID 1621) | 0.02% of 290,000 active | CPE inhibition, % at 10 µM, or IC50 in µM where a hit was titrated | West Nile virus-infected cells, CPE inhibition; higher % means a stronger effect; in the data active = a potency from the dose series; inconclusive = CPE inhibition mostly from about 3.7% at the one dose, without a potency; inactive = the rest, 99 in 100 with CPE inhibition below about 2.2%; note: strong numbers were not always called active
NTR1 agonist cell count 20 µM: second read-out of NTR1 agonist, no call of its own (marks repeat the call); cell count; measured here: cell count, cytotoxicity flag
NS5 inhibitors pilot replicate: second read-out of NS5 inhibitors, no call of its own (marks repeat the call); inhibition, %; measured here: pilot screen replicate inhibition
* hit, by the source's call; ? = inconclusive; / = not tested or not shown; & = joins results of further samples; [ ] = remark or other dose.

SMILES | NS5 inhibitors | SIAH1 antagonists | RSV CPE inhibition | AID2073 | NTR1 agonist | NTR1 agonist cell count 20 µM | Rac1 GTP hydrolysis | SV40 large T antigen | K1F lysis inhibition | West Nile virus CPE | others
CC(=O)N1CCN(c2ccc(NC(=O)C(C)Oc3ccc(Cl)cc3Cl)cc2)CC1 (stereo unspecified) | -6% | -2% | 2.1% | 4% | 0.7 | 60 | 3% | 8% | 3.3% | /
Cc1cc(C)cc(OCC(=O)Nc2cccc(-c3nc4ncccc4o3)c2)c1 | -6% | 3% | 5.1% | 22% | 19 | 23 | 5% | -1% | 1.2% | 0.2%
COCCN(CCOC)C(=O)COC(=O)c1ccc(Cl)c(S(=O)(=O)N(C)c2ccccc2)c1 | 4% | 24% | 1.0% | -19% | -0.2 | 40 | 4% | 16% | 1.7% | -0.5%
O=[N+]([O-])c1ccc(/C=C/c2ccc3cccc(O)c3n2)cc1 | 1% | -4% | 3.9% | 3% | 0.6 | 84 | 5% | -22% | 0.4% | -0.6%
S=C(NC1CCCC1)N1CCN(c2ccc(Cl)cc2)CC1 | -8% | -2% | 18% | -22% | -0.1 | 78 | 15% | 6% | 0.1% | -1.5%
COc1ccc2c(=O)c3c(=O)n(-c4ccc(C)cc4)c(-c4ccccc4)nc3oc2c1 | / | 2% | 1.0% | 9% | 3.4 | 41 | / | 14% | / | -0.4%
CCCCNC(c1ccccc1)c1ccncc1 (stereo unspecified) | -3% | 1% | 1.9% | -8% | 0.5 | 58 | 8% | 9% | 1.1%[50 µM] | -0.2%
Cc1nn(C2CCS(=O)(=O)C2)c(C)c1CN(C)C(=O)c1ccccc1 (stereo unspecified) | 4% | / | 0.6% | / | 2.6 | 63 | -8% | / | 0.5%[50 µM] | /
CN(C)C(=O)CN(c1ccc2c(c1)OCO2)S(C)(=O)=O | 3% | -3% | 0.1% | 7% | -0.2 | 52 | 4% | 5% | 7.5% | 0.2%
C=CCNc1nc(-c2cccs2)c(CC(=O)O)s1 | -4% | 7% | 0.0% | -26% | 2.1 | 51 | 11% | 17% | -0.1% | 0.2%
Cn1c2c(c(=O)n(C)c1=O)C(c1ccccc1Cl)CC(=O)N2 (stereo unspecified) | 3% | -2% | 0.2% | -5% | 0.9 | 53 | 9% | 6% | 0.0% | -0.1%
CCN(CC)C(=O)CSc1nc(O)c(Cc2ccccc2)c(=O)n1-c1ccccc1 | -5% | 3% | 0.0% | 0% | -1.4 | 65 | 9% | 3% | 0.7% | -0.1%
Nc1c(S(=O)(=O)O)cc(NC(=O)c2ccccc2)c2c1C(=O)c1ccccc1C2=O | 34µM* | 27% | -0.7% | 13% | 0.5 | 78 | 16% | 1% | -0.2% | -0.1%
C=CCc1cc(OC)ccc1OCC(O)CN1CCN(c2ccc(OC)cc2)CC1 (stereo unspecified) | -10% | 4%&-2% | -1.1%&0.1% | -21%&-10% | -1.8&-0.2 | 93&49 | 9% | 15%&9% | 1.8% | -1.4%&-1.0% | NS5 inhibitors pilot replicate=-5.6
Cn1c(=O)cc(SCC(=O)Nc2ccccn2)c2ccccc21 | / | -1% | -1.1% | 14% | 0.3 | 78 | / | 19% | / | 1.1%
Cc1nnc(N(C)C(=O)c2ccccn2)s1 | -1% | 3% | 0.5% | -2% | -0.2 | 45 | 12% | 10% | 0.2% | /
CC[C@]12c3[nH]c4ccc(OC)cc4c3CCN1C(=O)C(CC(=O)NCCCn1ccnc1)C[C@@H]2C(=O)N1CCN(C(=O)c2ccco2)CC1 (stereo partly specified) | -1% | / | / | / | 8.7 | 43 | 5% | / | 0.1% | /
COc1ccc(C(CNC(=O)COc2ccccc2-c2ccccc2)N2CCOCC2)cc1 (stereo unspecified) | -2% | -2% | 0.7% | 4% | 5.1 | 43 | 2% | 2% | 0.0% | -1.1%
COc1ccc(OCC(=O)N2CCN(C(=O)COc3ccc(Br)cc3)CC2)cc1 | -6% | 12% | 1.7% | 3% | -0.9 | 72 | 5% | -3% | 0.2% | -0.9% | NS5 inhibitors pilot replicate=-6.4
O=C(COC(=O)c1ccco1)NCC1CCCO1 (stereo unspecified) | -9% | -5% | 0.9% | 12% | -2.1 | 80 | 2% | 13% | 0.2% | -0.2%
CC12CC3(C)CC(C)(C1)CC(C(N)=O)(C2)C3 | -3% | 1% | -1.3% | 9% | -0.9 | 50 | 7% | 7% | 0.3% | -0.3%
COc1ccc(/C=C2\SC(=S)N(CCCC(=O)NC3CCCC3)C2=O)cc1OC | ? | 0% | 8.5% | 11% | 4.2 | 57 | 9% | -9% | 0.0%[50 µM] | 0.1%
O=C(CCc1nc(-c2ccccn2)no1)NCc1ccc2c(c1)OCO2 | 7% | 2% | 1.4% | -1% | 0.6 | 40 | 8% | 8% | -0.7% | -0.1%
Nc1cc(Nc2ccc(Br)cc2)nc(N)n1 | 24% | -5% | 2.3% | -5% | 1.0 | 62 | -3% | 12% | -1.7%[50 µM] | -0.6%

3 records drawn at random from those above:
SMILES | NS5 inhibitors | SIAH1 antagonists | RSV CPE inhibition | AID2073 | NTR1 agonist | NTR1 agonist cell count 20 µM | Rac1 GTP hydrolysis | SV40 large T antigen | K1F lysis inhibition | West Nile virus CPE | others
COCCN(CCOC)C(=O)COC(=O)c1ccc(Cl)c(S(=O)(=O)N(C)c2ccccc2)c1 | 4% | 24% | 1.0% | -19% | -0.2 | 40 | 4% | 16% | 1.7% | -0.5%
O=[N+]([O-])c1ccc(/C=C/c2ccc3cccc(O)c3n2)cc1 | 1% | -4% | 3.9% | 3% | 0.6 | 84 | 5% | -22% | 0.4% | -0.6%
CN(C)C(=O)CN(c1ccc2c(c1)OCO2)S(C)(=O)=O | 3% | -3% | 0.1% | 7% | -0.2 | 52 | 4% | 5% | 7.5% | 0.2%

Next results:
SMILES | NS5 inhibitors | SIAH1 antagonists | RSV CPE inhibition | AID2073 | NTR1 agonist | NTR1 agonist cell count 20 µM | Rac1 GTP hydrolysis | SV40 large T antigen | K1F lysis inhibition | West Nile virus CPE | others
COc1ccc(C(=O)Nc2ccc3c(c2)nc(CN2CCCC2)n3C)cc1 | 2% | 2% | -0.8% | 26% | -1.5 | 59 | 0% | 20% | -0.1% | 1.2%
Cc1ccc(-n2nnnc2SCC(=O)NCC2(N3CCOCC3)CCCCC2)cc1 | -1% | / | / | / | 0.1 | 50 | 9% | / | 0.7%[50 µM] | /
O=C(CSc1nnnn1C1CCCC1)Nc1ccccc1F | 6% | -3% | 2.1% | -6% | 0.3 | 58 | 10% | 14% | 0.2% | 0.7%
CC(C)OP(=O)(OC(C)C)C(Nc1ccccc1)c1ccccc1C(F)(F)F (stereo unspecified) | 1% | 4% | 7.9% | 18% | 3.6 | 45 | 10% | -3% | 3.8% | -0.5%
COc1ccc(OC)c(NC(=S)N(CCc2c(C)[nH]c3ccccc23)Cc2cccs2)c1 | 0% | -5% | 14% | 1% | -1.2 | 49 | 4% | 11% | 0.2% | /
COc1ccccc1-c1sc2cc3c(cc2c1C#Cc1cncn1C)OCO3 | 5% | / | / | / | 13 | 72 | 7% | / | -0.7% | /
CCCCOC(=O)C(C#N)c1nc2ccccc2nc1N1CCN(Cc2ccc3c(c2)OCO3)CC1 (stereo unspecified) | 1% | 4% | 1.1% | 10% | 0.5 | 50 | -3% | 4% | -0.2% | -0.2%
CN1CCN(c2ccc(NC(=O)COc3cccc4ccccc34)cc2)CC1 | -3% | -2% | -0.3% | -8% | 1.5 | 55 | 10% | 1% | 1.4% | -0.7%
S=c1[nH]nc(C2CCCCC2)n1/N=C/c1ccco1 | 3% | 11% | 1.8% | -29% | -2.5 | 49 | 11% | -9% | 1.1% | 1.6%
CCN(C(=O)COc1ccc(C)cc1OC)c1cccc2ccccc12 | -5% | / | / | / | 0.5 | 51 | -1% | / | 0.5% | /
CC(=O)Nc1cccc(OCC(O)Cn2c(C)nc3ccccc32)c1 (stereo unspecified) | -9% | -2% | 7.4% | 5% | -0.7 | 84 | -5% | 24% | -0.1% | 0.7% | NS5 inhibitors pilot replicate=-5.5
COc1ccc(Cl)cc1C(=O)NNC(=O)c1cccs1 | -5% | / | / | / | -1.7 | 47 | 3% | / | 2.8% | /
Cc1ccccc1N1CC(=O)N(c2ccccc2C)CC1=O | -5% | 0% | -0.7% | 27% | 0.5 | 46 | 4% | 1% | -0.8% | 0.1%
CC1CN(c2sc(S(C)(=O)=O)nc2S(=O)(=O)c2ccc(Cl)cc2)CC(C)O1 (stereo unspecified) | 30% | -4% | 1.4% | -4% | 1.5 | 63 | -3% | 7% | 0.1% | 1.7%
c1ccc(-c2noc(-c3ccc4ccccc4c3)n2)nc1 | 3% | 2% | 3.4% | 3% | 1.2 | 76 | 2% | 0% | 0.5% | -0.6%
COc1ccc(C(=O)/C=C/Nc2ccc(S(=O)(=O)Nc3onc(C)c3C)cc2)cc1 | 9% | -1% | 2.4% | 12% | -0.1 | 66 | 11% | -2% | 1.7% | 1.7%
Cc1ccc(S(=O)(=O)N(C)c2ccc(OCC(=O)N3CCCCC3)cc2)cc1 | -5% | 1% | 6.6% | 5% | 1.1 | 50 | 0% | 21% | 1.1% | -0.9%
COc1ccccc1NC(=O)CSc1nc2c(oc3ccccc32)c(=O)n1C | 1% | -2% | 0.5% | 0% | 3.3 | 62 | 10% | -1% | 1.5% | 2.1%
COc1ccc(-c2nn(-c3ccccc3)cc2C(=O)Nc2cccc(S(=O)(=O)NC3=NCCC3)c2)cc1 | -6% | / | / | / | -0.6 | 65 | 7% | / | 0.4%[50 µM] | /
Cc1ccc(NC(=O)CNC(c2ccccc2)c2ccccc2)c(F)c1 | -11% | -1% | 7.0% | -2% | 2.5 | 101 | 12% | 7% | 0.0% | -0.6%
COc1ccccc1OCCC(=O)NNC(=O)c1ccccc1F | 3% | / | 1.1% | / | 2.0 | 57 | 0% | / | 0.8%[50 µM] | /
CCc1cc2ccc(OC)cc2nc1SCC(=O)Nc1cc(C)on1 | / | 3% | 4.5% | 45% | 22 | 64 | 0% | -1% | 0.1% | 0.3%
CC(C)(C)C(=O)/C=c1\[nH]c(=O)/c(=C\c2ccc(C#N)cc2)s1 | 2% | 0% | 4.8% | 5% | 5.0 | 85 | 2% | 4% | 0.2% | 0.8%
O=C(CCNC(=O)c1ccco1)Nc1ccccc1 | -8% | -2% | 0.1% | 6% | 0.4 | 52 | 0% | -13% | 0.3% | -0.2%
CCS(=O)(=O)Nc1cccc(C2=NN(S(=O)(=O)c3ccc(F)cc3)C(c3cccs3)C2)c1 (stereo unspecified) | 17% | 1% | 7.1% | 15% | 2.6 | 32 | 7% | 8% | -3.0% | -1.0%
